# Screens as filed in PubChem.
# IL1B cytotox = cytotoxicity in IL-1B stimulated HUVEC, primary screen, cytotoxicity control for IL-1B NFkB translocation project, imaging, Hoechst nuclear count, IL-1B stimulus; actives 0.41% (n = 94,000); HUVEC cell count loss; AID 845, 2007; cell count reduction, % at 2 µM;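 active = cell count reduction more than 3 SD above the screen-wide mean, cut at about 70% in these data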;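 note: normalized per plate to untreated control cells as the no-loss baseline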
# sEH inhibitor = soluble epoxide hydrolase inhibitors, primary screen, biochemical, human sEH | Bifunctional epoxide hydrolase 2 (Homo sapiens), P34913 | recombinant human sEH enzymatic activity assay | inhibition, % at 2 µM | actives 0.34% (n = 91,000); in the data active = inhibition above about 80%; note: values of inactives mirror those of a sister screen read the other way; many of its hits are not listed in these tables
# TNFa cytotox = cytotoxicity in TNFa-stimulated HUVEC, primary screen, cytotoxicity control for VCAM1 expression modulator project, imaging, Hoechst nuclei count; HUVEC TNFalpha-stimulated, Hoechst cell count; cell count reduction, % at 2 µM; actives 0.17% (n = 93,000); AID 848, 2007;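 active = cell count reduction exceeding the screen mean by over 5 SD, scaled to untreated wells per plate, cut at about 78% in these data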;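 note: cells counted after 24 h of TNF alpha exposure following the 1 h pretreatment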
# cytoskel mod = modifiers of F-actin cytoskeleton organization, primary screen, imaging, HUVEC, phalloidin staining, high-content imaging. inhibition, % at 2 µM. AID 836, 2007. actives 0.18% (n = 91,000). HUVEC TNFa F-actin phalloidin imaging;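 active = inhibition above the batch mean plus 3 SD and confirmed as a hit by visual image inspection, cut at about 30% in these data, passing the limit was not always enough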; note: strong numbers were not always called active
# Calb biofilm kill = clotrimazole potentiators killing Candida biofilms, primary screen, with clotrimazole, Alamar Blue; inhibition, % at 6 µM; actives 0.14% (n = 85,000); C. albicans biofilm + clotrimazole;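 active = inhibition above 20%; inactive = inhibition below 20%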;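 note: preformed 24 hr biofilms exposed to compound for 48 hr; 0% = biofilm without compound and 100% = blank killed by clotrimazole plus chlorhexidine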
# Smad3 FoxH1 inh = Smad3/FoxH1 peptide binding inhibitors, primary screen, biochemical, TR-FRET. AID 630, 2007. actives 0.29% (n = 88,000). Mothers against decapentaplegic homolog 3 (Homo sapiens), P84022. inhibition, % at 25 µM. TR-FRET Smad3/Dy647-FoxH1 peptide binding, europium anti-His;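 active = compounds that reduce the energy-transfer binding signal between the protein and its labelled peptide by more than half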;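 note: 0% = Smad3 plus labelled peptide maximal FRET and 100% = peptide-only background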
# Target sequence (P84022 whole entry, looked up): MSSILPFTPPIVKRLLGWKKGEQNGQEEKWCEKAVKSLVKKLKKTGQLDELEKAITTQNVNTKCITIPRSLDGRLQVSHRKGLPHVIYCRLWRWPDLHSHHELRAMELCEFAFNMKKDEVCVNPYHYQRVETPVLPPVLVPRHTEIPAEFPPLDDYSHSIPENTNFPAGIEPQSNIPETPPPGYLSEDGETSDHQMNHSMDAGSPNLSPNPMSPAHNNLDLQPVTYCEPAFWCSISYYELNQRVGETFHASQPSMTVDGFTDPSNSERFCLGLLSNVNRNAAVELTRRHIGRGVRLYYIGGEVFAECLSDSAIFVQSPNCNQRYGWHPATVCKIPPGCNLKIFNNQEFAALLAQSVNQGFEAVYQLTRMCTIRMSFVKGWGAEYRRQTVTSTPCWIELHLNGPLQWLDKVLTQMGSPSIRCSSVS
# ERb coact inh = inhibitors of ERβ-SRC1 coactivator interaction, primary screen, biochemical, TR-FRET, ERβ LBD, SRC-1 peptide | AID 633, 2007 | inhibition, % at 25.6 µM | actives 1.3% (n = 86,000) | TR-FRET ER-beta LBD / SRC1-Cy5 peptide binding; receptor agonist-loaded with 1 µM estradiol;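 active = compounds whose percent inhibition of the receptor-coactivator binding signal exceeds about 50% in the single-dose screen, limit read from the data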;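 note: 0% = receptor plus peptide wells without compound and 100% = peptide-only wells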
# Target sequence (Q92731 whole entry, looked up, the tested form may be a part): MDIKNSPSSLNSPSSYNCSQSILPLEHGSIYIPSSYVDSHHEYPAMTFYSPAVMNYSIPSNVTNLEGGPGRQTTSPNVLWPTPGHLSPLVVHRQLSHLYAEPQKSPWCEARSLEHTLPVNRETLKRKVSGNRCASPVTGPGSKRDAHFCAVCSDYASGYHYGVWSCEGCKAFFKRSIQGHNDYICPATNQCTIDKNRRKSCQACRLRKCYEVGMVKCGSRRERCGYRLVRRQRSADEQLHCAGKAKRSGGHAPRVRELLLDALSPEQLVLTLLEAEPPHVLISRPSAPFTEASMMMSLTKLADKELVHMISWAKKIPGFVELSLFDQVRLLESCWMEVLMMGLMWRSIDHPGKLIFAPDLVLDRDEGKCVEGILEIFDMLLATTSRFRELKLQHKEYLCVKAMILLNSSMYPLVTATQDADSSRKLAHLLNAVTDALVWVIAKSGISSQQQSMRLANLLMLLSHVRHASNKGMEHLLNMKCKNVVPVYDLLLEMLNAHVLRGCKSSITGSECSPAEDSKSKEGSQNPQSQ
# VCAM1 TNFa inh = inhibitors of TNFa-induced VCAM1 expression, primary screen, imaging, HUVEC, TNFa stimulus, immunofluorescence; HUVEC TNFa-induced VCAM-1 immunofluorescence, high-content imaging; inhibition, % at 2 µM; actives 0.48% (n = 95,000);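 active = inhibition above the batch mean plus 3 SD, with images confirmed as a hit by eye, cut at about 37% in these data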;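 note: 0% = TNF-stimulated DMSO wells and 100% = unstimulated control wells; not every result past the cut was called active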
# sEH act = soluble epoxide hydrolase activators, primary screen, biochemical, human sEH; actives 0.04% (n = 91,000); Bifunctional epoxide hydrolase 2 (Homo sapiens), P34913; purified human sEH enzymatic activity, activator screen; activation, % at 2 µM; in the data active = activation above about 37%; note: values of inactives mirror those of a sister screen read the other way
# * marks the source's active call; other numbers are inactive results; x = not tested or not shown; [ ] = dose if it differs, or a comment.
SMILES,IL1B cytotox,sEH inhibitor,TNFa cytotox,cytoskel mod,Calb biofilm kill,Smad3 FoxH1 inh,ERb coact inh,VCAM1 TNFa inh,sEH act
Nc1cc(=O)[nH]c(SCc2nnc(-c3ccccc3)o2)n1,-20,-7,6,-26,6,-1,-3,-2,7
O=C(Nc1cccnc1)c1ccc(S(=O)(=O)N2CCCCCC2)cc1,-4,24,-26,x,3,7,47[fluorescence artefact?],22,-26
O=C(c1ccco1)N1CCN(C(=O)c2sccc2-c2ccccc2)CC1,-23,13,4,-3,5,-3,5[fluorescence artefact?],3,-9
COc1ccc(C/C(O)=C(\C#N)c2nc3ccccc3[nH]2)cc1OC,-11,-4,13,-29,6,11,3,-6,5
CCN(CC)CCN1C(=O)c2oc3ccccc3c(=O)c2C1c1ccc(F)cc1 (stereo unspecified),-40,2,-39,x,9,10,-7[fluorescence artefact?],7,-1
CCc1[nH]nc2c1C1(CCOC1C)C(C#N)=C(N)O2 (stereo unspecified),-2,10,12,-14,10,1,-1,-15,-10
O=C(CSc1ncccn1)NN=C1CCCCCCC1,-4,-16,-22,17,x,x,x,-5,16
O=C(NCCc1cn2ccsc2n1)C1CCCCC1,24,-6,3,2,5,6[fluorescence artefact?],-4,-2,6
COc1ccc(OC(C)C(=O)N2CC(C)OC(C)C2)cc1 (stereo unspecified),-45,-6,-3,-9,4,-2,-25,4,10
Cc1nc2ncnn2c(Nc2ccc3c(c2)OCO3)c1Cc1ccccc1,-20,5,-31,35,10,-9,9,2,-4
Cc1cc(N2CCOCC2)ccc1/C=C1\NC(=O)N(CC(=O)Nc2ccccc2C)C1=O,-16,-14,-18,1,x,x,x,8,12
Cc1cc(C(=O)CN2C(=O)c3ccccc3C2=O)c(C)n1C1CC1,0,x,-11,-16,-7,-3,-8[fluorescence artefact?],-129,x
Clc1ccc(Cc2nn3c(-c4ccncc4)nnc3s2)cc1,5,9,-17,-3,4,0,1,34,-10
CC/C(=N\O)C(C)(C)/[N+]([O-])=C/c1ccc(Br)cc1,-11,13,-10,5,7,3,0,6,-12
O=C(CN1CCCCC1)Nc1ccc(S(=O)(=O)N2CCOCC2)cc1,-5,-1,-2,-12,4,2,1[fluorescence artefact?],4,0
CCC(=O)Nc1ccc(S(=O)(=O)NCCc2ccccc2)cc1,4,-10,13,5,3,-1,3,-28,12
O=C(NCCN1CCN(c2ccccc2F)CC1)c1cccn2c(=O)c3ccccc3nc12,-4,13,4,-17,3,0,-1,-8,-12
CC(c1cccs1)N(C(=O)Nc1ccccc1)C1CCCCC1 (stereo unspecified),-5,14,-19,15,6,4,9,8,-15
Cc1ccc(CNC(=O)c2ccc(NS(=O)(=O)c3c(C)noc3C)cc2)cc1,4,4,-22,4,x,x,x,9,-2
CCOC(=O)N1CCC(NC(=O)c2cc3c(-c4ccc(Cl)cc4)nn(C)c3s2)CC1,16,-15,-3,-7,x,x,x,18,15
COc1cc(OC)c2c(c1)OC(c1ccc(OC)c(OC)c1)C(O)C2=O (stereo unspecified),-16,-8,-14,8,4,-12,-7,9,6
O=C(Nc1ccc(F)cc1)c1ccccc1CC[N+](=O)[O-],2,16,-6,14,x,x,x,-2,-15
Cn1cnnc1Sc1cc(N2CCN(S(=O)(=O)c3ccc(Cl)c(Cl)c3)CC2)ccc1[N+](=O)[O-],-14,-1,-15,-13,x,x,x,4,4
N#Cc1c(NC(=O)CSc2nnc(-c3ccncc3)n2CC2CCCO2)sc2c1CCCC2 (stereo unspecified),-19,-1,-41,8,3,8,-5,0,0
CN(CCOC(=O)c1ccc2c(c1)OCCO2)Cc1ccccc1,0,6,-11,-4,7,7,4,21,-4
Nc1nc2c(s1)C(=O)CC(c1ccccc1)C2 (stereo unspecified),-3,14,2,-4,1,-7,0,8,-12
CO/N=C/NC(=O)c1c(OC)ccnc1Oc1ccccc1,15,-2,-6,-39,x,x,x,13,-1
O=C(NCCCN1CCN(c2ccccc2F)CC1)C1CC(=O)N(C2CCCC2)C1 (stereo unspecified),-13,5,-41,10,7,11,-8[fluorescence artefact?],16,-6
COCCOC(=O)C1=C(C)Nc2nc(C)nn2C1c1ccc(F)cc1 (stereo unspecified),-2,-6,-32,18,2,16,-5[fluorescence artefact?],-23,6
CCCN1CCC(NC(=O)Nc2ccccc2C(=O)OC)CC1,-10,2,6,-9,4,3,-2,9,-2
O=C(CSc1nnc(Cn2nnc3ccccc32)o1)Nc1cccc(Cl)c1,0,4,0,-10,2,-17,-7,-2,0
CCOC(=O)CSc1nc2c(sc(=S)n2-c2ccccc2OC)c(=O)n1Cc1ccco1,15,-14,2,3,5,1,2,7,18
C=CCNC(=O)c1onc(CSc2cccc3ccccc23)c1C(=O)O,-18,7,-51,26,x,x,x,6,-2
COc1ccc(-c2onc(C)c2-c2ccc(C(=O)OC(C)C)o2)c(O)c1,x,-6,14,10,2,1,-5,7,6
CCC(C(=O)NCc1ccco1)N(C(=O)CNS(=O)(=O)c1ccc(C)cc1)c1ccccc1OC (stereo unspecified),-3,15,17,-6,8,0,-2[fluorescence artefact?],-6,-16
COc1cc(CNC2CCCCCC2)cc(OC)c1OC,30,4,-21,1,2,-1,-9,9,1
CCOC(=O)c1c(C)nc(-c2ccccc2)nc1NC(C)=O,-7,11,49,-8,9,5,7,9,-11
CC1CC(C)CN(C(=O)Cn2c(=O)n(CCCCC(=O)NCc3ccco3)c(=O)c3ccccc32)C1 (stereo unspecified),-14,x,-5,-2,4,2,-4,-2,x
FC(F)(F)c1cc(-c2ccco2)nc(NCc2ccc(Cl)cc2)n1,6,-13,6,x,-7,-1,5,10,8
COc1ccccc1NC(=O)N1CCN(c2ccccc2F)CC1,2,7,10,-1,-1,0,-5,46,-4

# Reformatted with tabs: entries from further up
smiles	IL1B cytotox	sEH inhibitor	TNFa cytotox	cytoskel mod	Calb biofilm kill	Smad3 FoxH1 inh	ERb coact inh	VCAM1 TNFa inh	sEH act
CN(CCOC(=O)c1ccc2c(c1)OCCO2)Cc1ccccc1	0	6	-11	-4	7	7	4	21	-4
Nc1nc2c(s1)C(=O)CC(c1ccccc1)C2 (stereo unspecified)	-3	14	2	-4	1	-7	0	8	-12
CO/N=C/NC(=O)c1c(OC)ccnc1Oc1ccccc1	15	-2	-6	-39	x	x	x	13	-1
O=C(NCCCN1CCN(c2ccccc2F)CC1)C1CC(=O)N(C2CCCC2)C1 (stereo unspecified)	-13	5	-41	10	7	11	-8[fluorescence artefact?]	16	-6
COCCOC(=O)C1=C(C)Nc2nc(C)nn2C1c1ccc(F)cc1 (stereo unspecified)	-2	-6	-32	18	2	16	-5[fluorescence artefact?]	-23	6
CCCN1CCC(NC(=O)Nc2ccccc2C(=O)OC)CC1	-10	2	6	-9	4	3	-2	9	-2
O=C(CSc1nnc(Cn2nnc3ccccc32)o1)Nc1cccc(Cl)c1	0	4	0	-10	2	-17	-7	-2	0
CCOC(=O)CSc1nc2c(sc(=S)n2-c2ccccc2OC)c(=O)n1Cc1ccco1	15	-14	2	3	5	1	2	7	18
C=CCNC(=O)c1onc(CSc2cccc3ccccc23)c1C(=O)O	-18	7	-51	26	x	x	x	6	-2
COc1ccc(-c2onc(C)c2-c2ccc(C(=O)OC(C)C)o2)c(O)c1	x	-6	14	10	2	1	-5	7	6
CCC(C(=O)NCc1ccco1)N(C(=O)CNS(=O)(=O)c1ccc(C)cc1)c1ccccc1OC (stereo unspecified)	-3	15	17	-6	8	0	-2[fluorescence artefact?]	-6	-16
COc1cc(CNC2CCCCCC2)cc(OC)c1OC	30	4	-21	1	2	-1	-9	9	1
CCOC(=O)c1c(C)nc(-c2ccccc2)nc1NC(C)=O	-7	11	49	-8	9	5	7	9	-11
CC1CC(C)CN(C(=O)Cn2c(=O)n(CCCCC(=O)NCc3ccco3)c(=O)c3ccccc32)C1 (stereo unspecified)	-14	x	-5	-2	4	2	-4	-2	x
FC(F)(F)c1cc(-c2ccco2)nc(NCc2ccc(Cl)cc2)n1	6	-13	6	x	-7	-1	5	10	8
COc1ccccc1NC(=O)N1CCN(c2ccccc2F)CC1	2	7	10	-1	-1	0	-5	46	-4

# Remaining list, next part:
SMILES,IL1B cytotox,sEH inhibitor,TNFa cytotox,cytoskel mod,Calb biofilm kill,Smad3 FoxH1 inh,ERb coact inh,VCAM1 TNFa inh,sEH act
COc1cc2c(cc1OC)C1=C(C#N)CC/C(=N\S(=O)(=O)c3cccc(Cl)c3)N1CC2,-5,1,-12,36,4,3,-6,2,2
Cc1ccc(S(=O)(=O)Oc2cccc(N3C(=O)C4CC=CCC4C3=O)c2)cc1 (stereo unspecified),-30,-5,-18,-18,x,x,x,-32,5
CN(C)S(=O)(=O)N1CCN(S(=O)(=O)c2ccc3ccccc3c2)CC1,5,-2,1,4,-2,-15,-1[fluorescence artefact?],-16,-3
Cc1ccc(/C=N/n2c(-c3cccs3)n[nH]c2=S)cc1,-11,-8,-36,3,x,x,x,4,15
CCCC12CN3CC(CCC)(CN(C1)C3C(O)C(O)C(O)CO)C2=O (stereo unspecified),-11,6,-19,-4,x,x,x,1,-5
C=CCn1c(SCC(=O)Nc2nc3ccccc3s2)nnc1-c1ccccc1O,7,-10,3,4,7,-2,-2,8,7
Cc1sc2ncnc(N3CCOCC3)c2c1C,2,6,-9,8,-3,1,-7,-9,-8
Cc1nc(-n2[nH]c3c(c2=O)CCCC3)[nH]c(=O)c1Cc1ccccc1,-7,-4,9,-28,x,x,x,14,5
Brc1ccc(-c2csc(/N=C/N3CCOCC3)n2)cc1,-2,-2,9,8,-8,-9,7[fluorescence artefact?],-4,2
CC(C(=O)O)N1C(=O)/C(=C/C=C/c2ccco2)SC1=S (stereo unspecified),-15,-1,-17,-11,x,x,x,5,4
O=C(CCCOc1ccccc1)NCC1CCCO1 (stereo unspecified),-9,2,-45,24,3,9,1,-8,-4
O=C1C2Sc3[nH]c(=O)sc3C(c3ccccc3)C2C(=O)N1c1ccccc1 (stereo unspecified),-17,9,7,1,6,6[fluorescence artefact?],-4,-4,-8
O=C(NC1CCCCC1)C1CC(O)CN1C(=O)OCc1ccccc1 (stereo unspecified),-8,2,-3,-2,1,0,-7,-10,-2
NC(=O)C1(N2CCCCC2)CCN(C(=O)NC2CCCCC2)CC1,-4,-7,-9,34,-3,-17,-4,8,5
Cc1ccc2c(c1)c1c(n2CC2COC(C)(C)O2)C(=O)CCC1 (stereo unspecified),-6,-7,0,x,2,-3,-7,-17,8
COc1ccc(C(CNC(=O)c2cc(=O)[nH]c3ccccc23)N2CCCC2)cc1 (stereo unspecified),-36,-12,-39,-8,x,x,x,13,10
CSc1nnc2c(n1)OC=Nc1ccccc1-2,18,-2,-18,-15,-2,13,-13,0,8

# An excerpt; the hit share may differ from the screen's.
